Source: PubChem BioAssay
MITF primary = human MITF inhibition, primary screen; inhibition, % at 2.6 µM; O75030; AlphaScreen MITF homodimerization, bead proximity signal; 650,000 tested, 0.91% active; in the data active = inhibition above about 50%;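 note: 0% = vehicle wells with protein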
TEAD-YAP block = TEAD-YAP interaction inhibition | HEK-TIYL cells, TEAD-Gal4/YAP UAS-luciferase luminescence | 640,000 tested, 1.4% active | inhibition, % at 9.12 µM; in the data active = inhibition above about 32%;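 note: 0% = median of test compound wells and 100% = reference inhibitor wells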
FBW7 activator = activators of human E3 ligase FBW7; Q969H0; AlphaScreen FBW7–phospho-cyclin E peptide binding, activator screen; normalized activity (activation), % at 26.1 µM; 650,000 tested, 0.13% active; AID 1259310; in the data active = normalized activity above about 1.9%;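 note: purified mutant Fbw7 with reduced substrate affinity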
Target sequence (Q969H0 whole entry, looked up): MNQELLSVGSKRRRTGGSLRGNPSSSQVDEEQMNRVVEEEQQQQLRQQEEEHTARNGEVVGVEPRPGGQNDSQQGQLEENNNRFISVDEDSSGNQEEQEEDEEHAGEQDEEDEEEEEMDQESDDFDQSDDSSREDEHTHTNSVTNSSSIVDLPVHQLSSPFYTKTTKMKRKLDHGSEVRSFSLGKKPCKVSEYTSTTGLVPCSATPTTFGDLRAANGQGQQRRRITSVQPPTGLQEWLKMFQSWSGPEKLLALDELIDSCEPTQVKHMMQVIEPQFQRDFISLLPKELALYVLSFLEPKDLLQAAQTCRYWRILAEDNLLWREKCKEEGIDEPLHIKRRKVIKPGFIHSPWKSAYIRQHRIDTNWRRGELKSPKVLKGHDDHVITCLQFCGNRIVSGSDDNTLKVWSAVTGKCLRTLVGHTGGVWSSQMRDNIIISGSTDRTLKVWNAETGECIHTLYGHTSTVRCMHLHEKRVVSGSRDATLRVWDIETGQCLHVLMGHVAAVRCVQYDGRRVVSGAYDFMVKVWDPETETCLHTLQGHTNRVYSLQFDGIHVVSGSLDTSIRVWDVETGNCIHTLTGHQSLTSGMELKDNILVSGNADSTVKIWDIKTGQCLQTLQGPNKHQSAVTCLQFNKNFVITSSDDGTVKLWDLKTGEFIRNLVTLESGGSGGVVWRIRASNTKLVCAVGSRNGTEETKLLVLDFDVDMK
GPR151 ag = activators of human GPR151; Q8TDV0; activation, % at 11.2 µM; 650,000 tested, 1% active; PathHunter beta-arrestin GPR151 cells, luminescence; AID 1508602; in the data active = activation above about 4.9%;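 note: 0% = median of compound wells and 100% = cells with positive control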
Target sequence (Q8TDV0 whole entry, looked up): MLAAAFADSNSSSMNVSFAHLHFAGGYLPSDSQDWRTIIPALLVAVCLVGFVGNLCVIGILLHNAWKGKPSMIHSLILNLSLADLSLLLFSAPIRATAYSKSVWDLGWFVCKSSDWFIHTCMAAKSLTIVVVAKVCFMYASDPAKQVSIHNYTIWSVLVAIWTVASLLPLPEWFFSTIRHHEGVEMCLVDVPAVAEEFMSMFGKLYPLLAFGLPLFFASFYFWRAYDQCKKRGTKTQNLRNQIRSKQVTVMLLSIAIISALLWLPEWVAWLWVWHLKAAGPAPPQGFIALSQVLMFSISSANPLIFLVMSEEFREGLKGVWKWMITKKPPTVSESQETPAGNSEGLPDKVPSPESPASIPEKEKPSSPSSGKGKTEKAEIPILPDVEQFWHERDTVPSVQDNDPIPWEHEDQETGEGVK
Starred values were filed as active, the others as inactive.

canonical_smiles	MITF primary	TEAD-YAP block	FBW7 activator	GPR151 ag
C1=CCN(c2nc(N3CCOCC3)nc(N3CCCc4ccccc43)n2)CC1	-13	-3	0.1	0.0
CCOC(=O)c1sc(NC(=O)C(C(C)C)N2C(=O)c3ccccc3C2=O)c(C(=O)OCC)c1C (configuration not stated)	-17	-10	0.1	2.1
COC(=O)c1cc(OC)c(OC)cc1NC(=S)N1CCCC1	3	7	-0.1	2.4
CC(C)c1ccc(C2CC(c3ccc(F)cc3)Nc3nc(N)nn32)cc1 (configuration not stated)	-3	4	0.0	-0.2
COc1nc(OC)nc(N2CCC(C(=O)NCc3ccco3)CC2)n1	-7	-9	-0.1	-0.4
COc1ccc(-n2c(O)c(/C=N/N(C)C)c3ccccc3c2=O)cc1	14	-1	0.1	1.8
COc1cc(C=O)cc(OC)c1OS(=O)(=O)c1ccc(Cl)cc1	-8	0	-0.1	-1.1
Cc1ccc(O)c(NC(=O)C2=CC(c3cccs3)=NS(=O)(=O)N2C)c1	8	4	-0.3	-0.5
O=C1c2ccccc2C(=O)C1C1=NNC(c2ccccc2)C1 (configuration not stated)	-5	-41	-0.2	-1.0
COc1cc(/C=C2/SC(=S)N(CC(=O)O)C2=O)ccc1O	-11	8	-0.4	-4.9

(more compounds)
canonical_smiles	MITF primary	TEAD-YAP block	FBW7 activator	GPR151 ag
Cc1ccsc1CN(C(=O)c1ccc(F)cc1)C1CCS(=O)(=O)C1 (configuration not stated)	0	-3	0.0	0.4
N[C@@H](Cc1ccc(Br)cc1)C(=O)N1CC[C@H](C(=O)Nc2ccc3[nH]ncc3c2)C1	-2	-5	0.1	-0.8
O=C(C1CCC(Cn2c(=O)c3sccc3n(Cc3cccc(F)c3)c2=O)CC1)N1CCOCC1 (configuration not stated)	-6	0	-0.5	1.3
CC(NC(=O)C1CC1)c1nnc2n1CCN(CCCc1ccccc1)CC2 (configuration not stated)	4	4	-0.2	0.6
CN1CCN(c2ccc([N+](=O)[O-])cc2NC(=O)c2ccccc2Cl)CC1	2	-14	0.7	-0.5
COCC(=O)NNC(=O)c1ccc(OC)cc1	3	-2	0.0	-0.5
CC1=C(C(=O)OCCOc2ccccc2)C(c2ccc(Cl)c(Cl)c2)NC(=O)N1C (configuration not stated)	-10	-6	0.1	-0.6
CC1CN(CCC(=O)NCc2ccc3ncccc3c2)Cc2cc(Cl)ccc2O1 (configuration not stated)	-9	-17	0.0	1.6
CCOC(=O)c1c(C)c(C(=O)NC(C)c2ccccc2)c(C)n1CC (configuration not stated)	10	3	0.0	0.3
Cc1ccc2sc(-c3ccc(N4C(=O)C5CC=CCC5C4=O)cc3)nc2c1 (configuration not stated)	9	-17	0.0	0.0

Overlap with the part before: 2 compounds; new compounds follow.
canonical_smiles	MITF primary	TEAD-YAP block	FBW7 activator	GPR151 ag
CCOC(=O)c1c(C)c(C(=O)NC(C)c2ccccc2)c(C)n1CC (configuration not stated)	10	3	0.0	0.3
Cc1ccc2sc(-c3ccc(N4C(=O)C5CC=CCC5C4=O)cc3)nc2c1 (configuration not stated)	9	-17	0.0	0.0
Cc1ccc(S(=O)(=O)N[C@H](C(=O)OCC(=O)NC(=O)c2cccn2C)C(C)C)cc1	-12	-3	0.0	-1.1
O=C(O)C1(c2ccccc2)CCN(S(=O)(=O)c2ccc(F)cc2)CC1	1	-4	-0.2	-0.7
C/C(Cl)=C/Cn1c(NCc2ccco2)nc2c1c(=O)[nH]c(=O)n2C	-2	4	-0.2	-0.4
OCC(O)C(O)C(O)C(O)C(O)CO (configuration not stated)	14	-3	0.1	-2.0
COc1cccc(NC(=O)C(OC(=O)c2cccnc2SC)c2ccccc2)c1 (configuration not stated)	-2	-2	0.0	-2.3
Cc1cc(I)ccc1N1C(=N)SCC1=O	-4	17	-0.2	0.5
Cc1ccccc1C(=O)Nc1ccccc1C(=O)O	19	3	0.5	-2.1
COc1ccc(C(=O)NNS(=O)(=O)c2ccccc2)cc1OC	-11	5	0.1	3.2
CCN(CCCNC(=O)Cn1c(=O)[nH]c2ccccc2c1=O)c1cccc(C)c1	-7	-2	-0.1	2.2
COc1ccc(C2=NN(S(C)(=O)=O)C(c3cccs3)C2)cc1 (configuration not stated)	-16	-51	-0.1	-2.5

Next section:
canonical_smiles	MITF primary	TEAD-YAP block	FBW7 activator	GPR151 ag
c1ccc2oc(CCCCc3nc4ccccc4o3)nc2c1	8	1	0.0	1.8
CC1Sc2ccc(C(=O)Nc3cccc(S(=O)(=O)NC4=NCCC4)c3)cc2NC1=O (configuration not stated)	-3	9	0.0	-1.9
Cc1ccc(CN(Cc2cccnc2)C(=S)Nc2cccc(C(F)(F)F)c2)cc1	2	-2	-0.1	-0.8
COc1cc(/C=C2\C(=O)N(c3ccccc3Cl)N=C2C)ccc1OCC(=O)O	11	12	-0.4	-0.4
CCN(Cc1ccccc1)S(=O)(=O)c1ccc(F)c(C(=O)Nc2ccc(C(F)(F)F)cc2)c1	4	10	0.1	-0.9
Cc1ccc(CN2CCN(/N=C\c3ccccc3OCC(=O)O)CC2)cc1	0	-4	0.0	-0.5
O=C(Oc1ccccc1)c1cc2cc(Cl)cc(Cl)c2oc1=O	10	-8	0.0	0.8
Cc1ccccc1OCC(=O)NCc1cccnc1	11	7	0.2	-0.8
CCc1ccc(C2NC(C(=O)O)CS2)cc1 (configuration not stated)	10	-1	0.0	-0.9
COc1ccc(OC)c(/C=C\c2onc(C)c2[N+](=O)[O-])c1	-17	2	-0.1	8.9*

Following part:
canonical_smiles	MITF primary	TEAD-YAP block	FBW7 activator	GPR151 ag
Cc1ccc(N(CC(=O)O)S(=O)(=O)c2ccccc2)cc1C	6	7	0.1	4.2
Cc1ccc(C)c(N2CCN(C3CCN(C)CC3)CC2)c1	15	9	0.9	0.6
CCN(Cc1ccccc1)S(=O)(=O)c1ccc(F)c(C(=O)Nc2cc(C(F)(F)F)ccc2Cl)c1	-13	11	-0.1	1.9
COc1cccc(NC(=O)CCCn2c(=S)[nH]c3ccccc3c2=O)c1	7	1	0.0	0.2
CCOc1ccccc1C(=O)Nc1cccc(F)c1	-5	-1	0.5	-0.5
O=C(Nc1cccc(Cl)c1)c1nn2c(c1Cl)NC(c1cccs1)CC2C(F)(F)F (configuration not stated)	4	-2	0.4	0.4
COCCCn1c(SCC(=O)NC(N)=O)nnc1-c1ccc(Cl)cc1	-3	0	-0.1	0.6
Cn1cc(C(=O)NNC(=S)NCc2ccco2)c2ccccc21	-27	-16	-0.1	2.1
CCC(=O)Nc1sc2c(c1C(=O)OC)CCC2	0	-9	-0.2	0.3
Cc1cc(C)n(CC(O)CON=C2c3ccccc3-c3ccccc32)n1 (configuration not stated)	-11	-13	0.1	1.5

Additional records follow:
canonical_smiles	MITF primary	TEAD-YAP block	FBW7 activator	GPR151 ag
Cc1ccc(NC(=O)CSc2nc3c(oc4ccccc43)c(=O)n2C2CCCC2)cc1	-7	6	0.0	0.2
O=C(NC1CC2CCC(C1)N2C(=O)NCc1ccccc1)NC12CC3CC(CC(C3)C1)C2 (configuration not stated)	0	-2	0.3	1.6
O=S(=O)(c1ccc(Cl)cc1)N1CCN(CCCc2ccccc2)CC1	46	6	0.1	-0.7
CC(=O)NC1=NN(C(C)=O)C(c2ccc(F)cc2)S1 (configuration not stated)	6	1	0.6	0.0
O=C(Cc1ccccc1[N+](=O)[O-])NCCSc1ccc(Cl)cc1	4	6	-0.5	-0.9
O=C(O)c1ccccc1NC(=O)c1ccccc1C(F)(F)F	-6	2	-0.1	1.5
c1ccc2c(c1)CCCN2c1nc2ccccc2n2cnnc12	9	11	0.2	-0.6
CC1CCN(c2nc3c(c(=O)[nH]2)CN(Cc2cccc4cccnc24)CC3)CC1	10	7	0.0	0.5
C=CC1=C(C)/C(=C/c2[nH]c(Cc3[nH]c(/C=C4\NC(=O)C(C)=C4C=C)c(C)c3CCC(=O)O)c(CCC(=O)O)c2C)NC1=O	-7	12	0.0	0.4
COCCC(=O)N1CCCC(C(=O)Nc2cccc(-c3cc4ccccc4[nH]3)c2)C1 (configuration not stated)	10	7	0.0	-1.4

Reformatted: 2 of the compounds above.
Cc1ccc(NC(=O)CSc2nc3c(oc4ccccc43)c(=O)n2C2CCCC2)cc1
  MITF primary: -7; TEAD-YAP block: 6; FBW7 activator: 0.0; GPR151 ag: 0.2

O=C(NC1CC2CCC(C1)N2C(=O)NCc1ccccc1)NC12CC3CC(CC(C3)C1)C2 (configuration not stated)
  MITF primary: 0; TEAD-YAP block: -2; FBW7 activator: 0.3; GPR151 ag: 1.6

Further entries follow.
canonical_smiles	MITF primary	TEAD-YAP block	FBW7 activator	GPR151 ag
Cc1cccn2c(=O)c3cc(C(=O)N4CCCCCC4)n(C)c3nc12	6	0	0.0	1.8
Cc1ncc(CO)c2c1Oc1nc(-c3cccc(Cl)c3)nc(SCC(N)=O)c1C2	10	-7	-0.1	0.5
Cc1ccc2[nH]c(=O)c(CN(C)S(C)(=O)=O)cc2c1	18	3	0.2	1.8
Cc1ccccc1CNC(=O)c1ccc(N(C)S(C)(=O)=O)cc1	-7	-13	-0.2	0.5
Cn1c(=O)c2c(nc(N3CCc4ccccc4C3)n2Cc2cccc(F)c2)n(C)c1=O	9	7	0.1	0.0
COC(=O)CC[C@H]1CN(Cc2ccc(OC)cc2O)CC[C@H]1N1CCOCC1	6	-1	0.1	0.9
CCOC(=O)c1c(NC(=O)CSc2nnc(CNC(=O)c3ccccc3OC)n2-c2ccc([N+](=O)[O-])cc2)sc2c1CCCCC2	8	-8	0.1	-0.7
COc1ccc(-n2cc(-c3ccccc3)c3c(SCc4cccc(F)c4)ncnc32)cc1	-4	-8	0.0	-1.3
CN(C)CCCNc1ncnc2sc3c(c12)CCC3	79*	20	-0.1	1.5
O=C(NC1CCCCC1)C(c1ccco1)N(C(=O)c1csnn1)C1CCCC1 (configuration not stated)	-2	0	-0.3	-0.5

Continued.
canonical_smiles	MITF primary	TEAD-YAP block	FBW7 activator	GPR151 ag
Cc1cccc(Nc2nc(-c3sc(C)nc3C)cs2)c1	1	-60	-0.2	-0.2
COc1ccc(-n2c(SCC(N)=O)nnc2-c2ccco2)cc1	-6	0	0.1	3.1
CCC(C)(C)C1CCc2c(sc(NC(=O)c3cnccn3)c2C#N)C1 (configuration not stated)	-12	-8	-0.3	-0.3
CCOC(=O)/C(N=Nc1ccc(O)cc1)=C(\C)O	-8	-10	0.0	-5.4
Cc1ccc(N2C(=O)CC3(CC(C(=O)OCc4ccccc4)=NN3)C2=O)cc1C (configuration not stated)	-8	0	0.1	0.2
O=C(Cn1cnc2sc3c(c2c1=O)CCCC3)NCC(=O)N1CCCCCC1	3	8	0.0	0.2
CCC(C)(C)NC(=O)CN(C(=O)CCC(=O)Nc1nccs1)c1cc(C)ccc1C	6	5	0.0	0.7
CN(C)CCC(=O)N1c2ccccc2Sc2ccc(Cl)cc21	5	-12	0.3	-1.1
Nc1cccc(-c2ncc(C(=O)NCc3ccccc3)s2)c1	11	3	0.1	0.6
COc1ccc(-n2nnnc2C2CCN(S(=O)(=O)c3ccc(Cl)s3)CC2)cc1	6	8	0.0	-1.7

(more compounds)
canonical_smiles	MITF primary	TEAD-YAP block	FBW7 activator	GPR151 ag
NS(=O)(=O)c1ccc(CCn2c(SCc3cccc(Cl)c3)nc3ccccc3c2=O)cc1	12	5	0.7	-0.2
NC(=O)c1ccccc1NC(=S)NC(=O)c1ccccc1Cl	-5	-36	-0.1	3.2
CCN(CC)C(=O)Nc1ccc(C(=O)OC)cc1	-1	-29	-0.1	-0.8
O=C(O)CC1(CC(=O)NCCc2c[nH]c3ccccc23)CCCC1	1	-7	0.0	-1.1
Nc1c(Sc2ncnc3ccccc23)c(=O)[nH]c2ccc([N+](=O)[O-])cc12	-9	2	0.0	-0.8
O=S(=O)(Nc1ccc(Cl)cn1)c1cccc(S(=O)(=O)c2ccccc2)c1	9	5	0.0	-1.1
CCn1c(C(=O)N2CCC(C(=O)NCc3ccc(Cl)cc3)CC2)cc2occc21	12	3	-0.2	-0.4
COc1ccc2nc(N3CCC(NCc4cccs4)CC3)nc(C)c2c1	-10	7	0.6	0.4
CCOc1ccccc1NC(=S)N(CCC(C)C)C1CCN(C(C)=O)CC1	1	-5	-0.1	0.9
CCCCN(CC)S(=O)(=O)c1cc(Br)cc2c1N(C(=O)CC)CC2	5	5	0.0	-1.1

(cont.)
canonical_smiles	MITF primary	TEAD-YAP block	FBW7 activator	GPR151 ag
CC[C@H](Cn1nc(-c2cccs2)ccc1=O)NC(=O)CN1Cc2ccccc2C1=O	0	7	0.0	4.1
CC(=O)c1ccc(NC(=O)COc2ccc(Br)cc2)cc1	1	-25	0.6	-0.4
Cn1c(=O)c(C(=O)Nc2cccnc2)c(O)c2ccccc21	14	2	-0.1	1.1
C=CCN1C(=O)/C(=C\c2cc(Cl)c(O)c(OCC)c2)C(=O)NC1=S	6	-11	0.1	7.4*
COc1ccc(C2CC(=O)C3=C(C2)NC(C)=C(C(=O)OCCOc2ccccc2)C3c2cccc(OC)c2OC)cc1 (configuration not stated)	9	10	0.2	-0.5
CCN1CCN(C2CC(=O)N(c3ccc(Br)cc3Br)C2=O)CC1 (configuration not stated)	-7	-9	0.0	-0.2
CC(C)c1ccc(/C=C(\NC(=O)c2ccccc2)C(=O)NCCCN(C)C)cc1	8	1	0.0	-0.8
CN1CCN(C(=O)c2ccc(-c3nc(Nc4ccc(N5CCOCC5)cc4)c4ncn(-c5ccccc5)c4n3)cc2)CC1	11	15	-0.3	0.4

Complete entries, quoted from the list:
CN1CCN(C(=O)c2ccc(-c3nc(Nc4ccc(N5CCOCC5)cc4)c4ncn(-c5ccccc5)c4n3)cc2)CC1 reads MITF primary: 11; TEAD-YAP block: 15; FBW7 activator: -0.3; GPR151 ag: 0.4
Cn1c(=O)c(C(=O)Nc2cccnc2)c(O)c2ccccc21 reads MITF primary: 14; TEAD-YAP block: 2; FBW7 activator: -0.1; GPR151 ag: 1.1

Not a hit list. About 3.4% of those tested had a hit in this group.
